Wnt act = activators of Wnt/beta-catenin signaling; Wnt/beta-catenin reporter cell assay, activator, plate reader; activation, % at 9.35 µM; 300,000 tested, 1.2% active; in the data active = activation above about 30%, passing the limit was not always enough;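 note: 0% = neutral control wells and 100% = positive control wells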
phage Ecoli inh = E. coli growth loss with phage present. 360,000 tested, 0.26% active. inhibition, % at 11.9 µM. growth absorbance. AID 651602; in the data active = inhibition above about 11%
An asterisk follows results filed as active. An excerpt; count on the stated rates, not on these rows.

SMILES	Wnt act	phage Ecoli inh
CCc1ccc(C(O)c2ncc(-c3cccc4ccccc34)[nH]2)cc1 (stereo unspecified)	-0.4	3.6
CCC[C@@H]1C=C(C(=O)OCC)[C@H](c2ccccc2)N1S(=O)(=O)c1ccc(C)cc1	-2.4	2.5
CC1(C(=O)Nc2cccc(C(F)(F)F)c2)Cc2c(-c3ccc4c(c3)OCO4)ccnc2O1 (stereo unspecified)	-6.1	1.0
CCCCC[C@@H](C)N1C[C@@H](COCc2ccccc2)Oc2cc(N3CCC[C@H]3COC)ccc2S1(=O)=O	-1.6	0.4
CC(C)Nc1nc(NCCOc2ccccc2)c2sccc2n1	-0.5	3.0
O=C(/C=C/[C@H]1O[C@@H](n2cnc3c(NC(=O)c4ccccc4)ncnc32)[C@H](O)[C@@H]1O)NCc1ccc2c(c1)OCO2	-2.6	0.5
CC(=O)NC(C)(c1ccccc1)c1nc(-c2cc(F)cc(F)c2)cs1 (stereo unspecified)	-1.7	4.7
CCOC(=O)C1=CCN(S(=O)(=O)c2cccc(Cl)c2)C1c1cccc(F)c1 (stereo unspecified)	-1.8	2.8
CCOC(=O)C1=CCC(c2cccc3ccccc23)N(S(=O)(=O)c2ccc(C)cc2)C1 (stereo unspecified)	-2.8	-1.3
COC(=O)[C@@]12C[C@@H](CC(=O)NCc3cccs3)C(=O)N(Cc3cccc4ccccc34)C1=CCC(C)(C)C2	-4.8	3.9
CCOC(=O)C1(C(=O)OCC)N=C(c2ccccc2)C=C1c1ccccc1	-2.2	-1.4
COC(=O)[C@@]12C[C@@H](CC(=O)N3CCN(C(=O)C4CC4)CC3)C(=O)N(Cc3ccco3)C1=CCC(C)(C)C2	-2.1	4.2
COc1ccc(C(C)(O)c2nc(-c3cc(F)cc(F)c3)cs2)cc1 (stereo unspecified)	-1.4	2.7
CCCC(=O)N1CCOCC1c1cc(C(=O)NCc2ccccc2)no1 (stereo unspecified)	-0.9	0.0
O=C(C(=O)N1CCN(c2ccccc2)CC1)c1ccccc1	-2.2	2.1
O=S1(=O)CC(N2CCC(Cc3ccccc3)CC2)CN1CCc1ccccc1 (stereo unspecified)	-3.9	-0.2
COc1ccc(-c2nnn3c2C2c4cc(-c5cccc(F)c5)ccc4CCN2C(=O)C3)cc1 (stereo unspecified)	-0.6	0.9
Cc1cc(C)c2c(CN3CCN(c4ccccc4F)CC3)cc(=O)oc2c1	-1.6	4.8
COc1ncccc1-c1cnc2cccnn12	0.2	2.3
CC(=O)c1ccc(OC2(C)CCN(Cc3ccc(C)cc3)C2)cc1 (stereo unspecified)	-0.7	2.7
CC1(C(=O)Nc2ccc3c(c2)OCCO3)CCC(=O)N1CC(F)(F)F (stereo unspecified)	-0.5	3.1
O=C(c1ccccc1)N(CCCn1ccnc1)C(c1ccccc1)c1nc2ccccc2[nH]1 (stereo unspecified)	11.2	-0.2
CC1(C(=O)Nc2cnc3ccccc3c2)CCN1Cc1ccc(-c2ccccc2)o1 (stereo unspecified)	-2.0	2.3
CCCN1C(=O)c2[nH]nc(-c3ccccc3)c2C1c1ccc(Br)cc1 (stereo unspecified)	-3.4	2.2
CC(C)c1ccc(NC(=O)Nc2nnc([C@@H]3C[C@H](O)[C@@H](CO)O3)s2)cc1	-2.0	2.5
Cc1cccc(S(=O)(=O)NC(=O)C2(C)CCN2C(=O)C2(c3ccc(Cl)cc3)CCC2)c1 (stereo unspecified)	-2.2	3.8
CCOC(=O)C1(C)CCN1C(=O)c1ccccc1 (stereo unspecified)	-0.5	-0.3
COc1ccccc1Cc1c(C2CCCCC2)nc2ccc(C)cn12	-1.6	1.2
CCC(c1nc2ccccc2[nH]1)N(C(=O)Cc1cc(OC)cc(OC)c1)c1ccc(N2CCOCC2)cc1 (stereo unspecified)	-0.7	1.8
Cc1ccc(S(=O)(=O)N(C)[C@H]2C[C@H]3c4[nH]c5cccc(-c6ccccc6)c5c4CCN3C(=O)[C@H]2[C@H](C)O)cc1	-5.2	0.8
O=C(c1cccc(-c2cncc3nccn23)c1)N1CCOCC1	-2.8	0.5
CC(=O)C1=C(C)N(CC(C)C)C(=S)NC1c1ccc(Br)cc1 (stereo unspecified)	-1.2	1.4
Cc1cc(NC(=O)Cc2c(C)[nH]c3ccccc23)ccc1Oc1cccnc1	0.8	3.3
CCOC(=O)C1=CCN(S(=O)(=O)c2ccccc2C)C1c1cccc(Cl)c1 (stereo unspecified)	-0.6	-0.8
CCOc1ccc(CCN2C(=S)N([C@@H](CC(C)C)CN3CCC[C@@H]3CN3C(=S)NC[C@@H]3Cc3ccc(O)cc3)C[C@@H]2Cc2ccc(O)cc2)cc1	-3.1	3.0
CCCCc1c(-c2ccccc2OC)ncn1Cc1ccc([N+](=O)[O-])cc1	-14.1	1.9

Molecules above with fluorine, in the order listed:
SMILES	Wnt act	phage Ecoli inh
CC1(C(=O)Nc2cccc(C(F)(F)F)c2)Cc2c(-c3ccc4c(c3)OCO4)ccnc2O1 (stereo unspecified)	-6.1	1.0
CC(=O)NC(C)(c1ccccc1)c1nc(-c2cc(F)cc(F)c2)cs1 (stereo unspecified)	-1.7	4.7
CCOC(=O)C1=CCN(S(=O)(=O)c2cccc(Cl)c2)C1c1cccc(F)c1 (stereo unspecified)	-1.8	2.8
COc1ccc(C(C)(O)c2nc(-c3cc(F)cc(F)c3)cs2)cc1 (stereo unspecified)	-1.4	2.7
COc1ccc(-c2nnn3c2C2c4cc(-c5cccc(F)c5)ccc4CCN2C(=O)C3)cc1 (stereo unspecified)	-0.6	0.9
Cc1cc(C)c2c(CN3CCN(c4ccccc4F)CC3)cc(=O)oc2c1	-1.6	4.8
CC1(C(=O)Nc2ccc3c(c2)OCCO3)CCC(=O)N1CC(F)(F)F (stereo unspecified)	-0.5	3.1

Other results follow.
SMILES	Wnt act	phage Ecoli inh
c1ccc(C[C@H]2CN=C(Nc3ccccc3)N2CC2CCCC2)cc1	-3.9	0.2
Nc1nc2c(ncn2[C@@H]2O[C@H](C(=O)NCCc3c[nH]c4ccccc34)[C@@H](O)[C@H]2O)c(=O)[nH]1	-4.2	0.6
COC(=O)[C@@]1(Cc2ccc(F)cc2)[C@H]2c3cc(C(=O)N(C)C)n(CCO)c3C[C@H]2CN1C(=O)c1ccccc1	3.6	1.8
NS(=O)(=O)c1ccc(NC(=O)CCC(=O)O)cc1	-3.5	5.0
Cc1cc(C(=O)N2CCC2(C)C(=O)Nc2cccc3ccccc23)nn1C (stereo unspecified)	-1.8	1.2
CC(C)c1ccc(C(=O)N2CCCCC2c2cc(C(=O)Nc3ccncc3)no2)cc1 (stereo unspecified)	0.3	3.6
Cc1nc(C(F)(F)F)ccc1C(=O)N1CCC1(C)C(=O)NS(=O)(=O)c1ccc(C(C)(C)C)cc1 (stereo unspecified)	-5.4	2.5
CCCCN(C)c1c(C)nc2ccc(C(=O)N(CC)CCN(C)C)cn12	-1.1	3.3
CO[C@H]1CN(C)C(=O)c2ccc(NS(=O)(=O)c3ccccc3F)cc2OC[C@H](C)NC[C@@H]1C	-0.7	2.5
CCc1nc2ccc(C(=O)N(CC)CCN(C)C)cn2c1N(C)Cc1nccs1	-0.3	2.9
Cc1ccc(S(=O)(=O)N[C@H](CNCc2ccccc2)C(C)C)cc1	-0.2	4.3
Cn1nc(C(C)(C)C)cc1C(=O)N1CCCCC1c1cc(C(=O)Nc2ccc(F)c(Cl)c2)no1 (stereo unspecified)	-3.6	-0.4
CC(C)CCN1C(=O)c2ccccc2C1c1nnnn1Cc1ccccc1 (stereo unspecified)	-0.8	2.8
CCCNC(=O)C1(C)CCN(C(=O)COc2ccc(Cl)cc2Cl)C1 (stereo unspecified)	-0.3	5.0
C[C@@H]1CN([C@@H](C)CO)C(=O)CCCn2nncc2CO[C@@H]1CN(C)C(=O)C1CC1	-1.3	1.7
COC(=O)[C@]12C[C@H](CC(=O)N3CCCCC3)C(=O)N(CCC3=CCCCC3)C1=C[C@H](COCc1ccccc1)O[C@@H]2C	0.5	0.8
CC1=C(C(=O)N(C(C)C)C(C)C)CC(CC(=O)NC2CC2)C(=O)N1Cc1ccccc1 (stereo unspecified)	-1.0	0.2
CN(C)C(=O)N1CCN(C(=O)[C@@H](Cc2ccccc2)NC(=O)[C@H]2O[C@@H](n3ccc(N)nc3=O)[C@H](O)[C@@H]2O)CC1	-1.0	1.6
CN[C@H]1C[C@H]2c3cc(Oc4ccccc4C)ccc3CCN2C(=O)[C@H]1[C@H](C)O	-0.8	1.4
Cc1cc(C)c2cc(C#N)c(NCCNC(=O)c3ccncc3)nc2c1	0.5	1.1
COc1cc(C)ccc1S(=O)(=O)NC(=O)C1(C)CCN1C(=O)C1(c2ccc(Cl)cc2)CCC1 (stereo unspecified)	-1.0	1.2
O=S1(=O)C=C[C@@H](CO)N1Cc1ccc(Br)cc1	-0.1	1.3
COc1ccccc1Cc1c(C(C)(C)C)nc2cc(C)c(Br)c(C)n12	-4.2	6.1
COC(=O)[C@@]12C[C@@H](CC(=O)NCc3ccc(OC)c(OC)c3)C(=O)N(CCc3ccc(OC)c(OC)c3)C1=CCC(C)(C)C2	-3.7	-0.9

Given comma-delimited: part of the list above
Structure,Wnt act,phage Ecoli inh
COc1ccccc1Cc1c(C2CCCCC2)nc2ccc(C)cn12,-1.6,1.2
CCC(c1nc2ccccc2[nH]1)N(C(=O)Cc1cc(OC)cc(OC)c1)c1ccc(N2CCOCC2)cc1 (stereo unspecified),-0.7,1.8

Carrying on:
SMILES	Wnt act	phage Ecoli inh
CC(C)c1ccc(CC(=O)N2CCC2(C)C(=O)NS(=O)(=O)c2ccc(Cl)s2)cc1 (stereo unspecified)	5.0	3.5
CC1=C(C(=O)N(C(C)C)C(C)C)CC(CC(=O)NCCN2CCOCC2)C(=O)N1Cc1ccc(C(C)(C)C)cc1 (stereo unspecified)	-0.8	1.7
COCCNC(=O)C1(C)CCCN(Cc2ccc(-n3ccnc3)cc2)C1 (stereo unspecified)	-0.7	4.7
COc1cc(OC)nc(Nc2nc(C(N)COCc3ccccc3)cs2)n1 (stereo unspecified)	1.1	3.5
COc1ccc(NC(=O)C2Cc3c(-c4ccc(NC(C)=O)cc4)ccnc3O2)cc1OC (stereo unspecified)	-2.9	2.0
Cc1cccc(C)c1-n1nnnc1C(c1ccnc2ccccc12)N(C)Cc1ccccc1 (stereo unspecified)	-1.8	1.7
O=C(c1ccc(C(F)(F)F)cc1)N1CCC(=O)N([C@H](COCc2ccccc2)Cc2ccccc2)CC1	1.7	-0.8
Nc1nc(=O)n(C2CC(O)C(CO)O2)cc1Cl (stereo unspecified)	5.3	11.8*
CC(O)(c1ccccc1)c1nc(-c2ccncc2)cs1 (stereo unspecified)	-8.5	-0.7
Nc1nc2c(ncn2[C@@H]2O[C@H](CNS(=O)(=O)C3CC3)[C@@H](O)[C@H]2O)c(=O)[nH]1	-1.7	3.0
COC(=O)[C@]12C[C@H](CC(=O)N3CCSCC3)C(=O)N(Cc3ccccc3)C1=C[C@H](C(C)C)O[C@@H]2C1CC1	-4.7	2.2
CCOC(=O)C1=C(C(=O)OCC)C2N(Cc3ccc(Br)cc3)c3ccccc3[C@@]23C[C@@H](C(=O)OC)N(S(=O)(=O)c2cccs2)C3=N1 (stereo partly specified)	0.0	-1.6
COc1ccccc1CNc1nc(NCCNC(C)=O)c2sccc2n1	1.0	2.0
CO[C@@H]1CN(C)C(=O)c2ccc(NC(C)=O)cc2OC[C@@H](C)N(C(=O)NC2CCCCC2)C[C@H]1C	2.0	3.5
COc1cccc(-c2cnc(C(O)c3ccccc3OC)[nH]2)c1 (stereo unspecified)	-2.4	-1.6
CC(C)n1nnnc1C1c2ccccc2C(=O)N1CCCN1CCOCC1 (stereo unspecified)	-3.2	-0.3
COc1ccc(CC(N)c2csc(NC(=O)c3cccs3)n2)cc1 (stereo unspecified)	-2.9	2.0
CC1(C(=O)NCc2ccccc2Br)CCN1Cc1ccccc1OC(F)F (stereo unspecified)	-5.3	1.8
COc1ccc(CN2C(=O)CCC2(C)c2nnnn2Cc2ccccc2)cc1OC (stereo unspecified)	-0.3	1.6
COc1cc(CCN(C(C)=O)C2C(=O)Nc3ccccc3N=C2c2ccc3c(c2)OCO3)cc(OC)c1 (stereo unspecified)	-1.8	-0.2
O=C(N[C@H](C(=O)N1CCC[C@H]1C(=O)NCCc1ccccc1Cl)C1CCCCC1)c1cccs1	-4.5	0.5
Nc1nc2cc(Cl)ccc2n1N	-1.3	3.7
Cc1cc(Cl)ccc1C(O)c1ncc(-c2ccccc2Cl)[nH]1 (stereo unspecified)	-2.0	1.6
CCc1nc2ccc(C(=O)N(CC)CCN(C)C)cn2c1N(C)Cc1cccs1	1.9	3.6
CS(=O)(=O)c1cccc(-c2ccc3nncn3c2)c1	-2.0	0.8
COC(=O)c1ccc2nc(-c3ccco3)c(Cc3ccccc3OC)n2c1	-3.0	-0.7
COc1ccc(NC(=O)N(C)C[C@@H]2OCc3cnnn3CCCC(=O)N([C@@H](C)CO)C[C@@H]2C)cc1	-0.8	1.8
OC(c1ccccc1)(c1nc(-c2ccc3ccccc3c2)cs1)C(F)(F)F (stereo unspecified)	-0.6	1.6
CCOC(=O)C1=CCC(c2cccc(C)c2)N(S(=O)(=O)c2ccc(C)cc2)C1 (stereo unspecified)	-1.9	5.0
CCOC(=O)C1=CCN(S(=O)(=O)c2ccc(C)cc2)C1c1ccc(C)cc1 (stereo unspecified)	-2.9	0.1
CC1(C(=O)NS(=O)(=O)c2ccc(Cl)cc2)CCN1C(=O)Cc1ccc(Cl)cc1Cl (stereo unspecified)	0.2	3.7
CC[C@H](C)[C@H]1CNC(=O)C(=O)N1CC1CCN(CC(C)C)CC1	-4.0	1.7
CCc1nc2ccc(C(=O)N3CCN(C(C)=O)CC3)cn2c1N(C)C(=O)c1cccc(OC)c1	-1.0	1.6
O=[N+]([O-])c1ccc(Sc2nc3ccccc3[nH]2)c(Cl)c1	-1.4	6.6
CCCCc1c(-c2ccccc2OC)ncn1CCc1ccc(OC)cc1	-5.9	-1.8
CC1(C(=O)Nc2ccc3ccccc3c2)CCC(=O)N1C1CC1 (stereo unspecified)	-2.7	3.7
CN(Cc1ccccc1)C(=O)c1ccc(Cc2cn(C)c3ccccc23)nc1	-2.1	2.5
CC1(Cc2ccc3ccccc3n2)C(=O)Nc2ccc(OC(F)(F)F)cc21 (stereo unspecified)	-24.5	1.3
C[C@H](NC(=O)[C@@H]1CCCN1C(=O)[C@@H]1CCCN1C(=O)c1ccc(Cl)cc1)c1ccccc1	-1.3	-1.2
